# PLC-beta3 inh: blocks human PLC-beta3 enzyme activity | Purified PLC-beta3, fluorogenic substrate, fluorescence | inhibition, % at 12.2 µM | 370,000 tested, 0.18% active; in the data active = inhibition above about 11%;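 note: 0% = median of compound wells on plate and 100% = full blocker control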
# ASAP1 GAP inh: blocks human ASAP1-stimulated Arf1 GTP hydrolysis; inhibition, % at 16.5 µM; AID 624377; GDP FP detection; 360,000 tested, 0.19% active; in the data active = inhibition above about 25%;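 note: 0% = vehicle with enzyme and substrate and 100% = no enzyme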
# Target sequence (Q9ULH1 325-724 limits assumed): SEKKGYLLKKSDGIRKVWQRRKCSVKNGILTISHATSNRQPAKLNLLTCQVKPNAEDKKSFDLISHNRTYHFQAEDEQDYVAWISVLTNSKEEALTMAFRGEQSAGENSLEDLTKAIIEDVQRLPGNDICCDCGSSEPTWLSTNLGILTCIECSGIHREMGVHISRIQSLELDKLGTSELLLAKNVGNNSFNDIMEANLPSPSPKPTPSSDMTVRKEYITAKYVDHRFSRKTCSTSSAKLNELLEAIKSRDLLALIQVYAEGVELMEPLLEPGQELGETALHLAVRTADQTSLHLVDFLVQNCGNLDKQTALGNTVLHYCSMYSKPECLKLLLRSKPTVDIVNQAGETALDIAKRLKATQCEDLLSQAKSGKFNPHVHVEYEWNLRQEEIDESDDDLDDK
# ADAM17 inh: inhibitors of human ADAM17; inhibition, % at 6.95 µM; 370,000 tested, 0.83% active; AID 720648; recombinant ADAM17, EDANS/DABCYL FRET peptide cleavage;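 active = inhibition above the mean of compounds lying between control limits plus 3 SD, set per campaign, cut at about 8.5% in these data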;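 note: 0% = DMSO-only wells as the low control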
# Tn6 DDE FP: inhibitors of Tn6 peptide binding to human fibrin DD(E) | P02675 | Fibrin DD(E) TRITC-Tn6 fluorescence polarization displacement | inhibition, % at 8.3 µM | 370,000 tested, 0.21% active;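 active = inhibition above a per-campaign cutoff: mean of compounds within control limits plus 3 SD, cut at about 15% in these data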;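 note: 0% = median of all compound wells on the plate and 100% = blocking peptide control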
# Target sequence (P02675 whole entry, looked up): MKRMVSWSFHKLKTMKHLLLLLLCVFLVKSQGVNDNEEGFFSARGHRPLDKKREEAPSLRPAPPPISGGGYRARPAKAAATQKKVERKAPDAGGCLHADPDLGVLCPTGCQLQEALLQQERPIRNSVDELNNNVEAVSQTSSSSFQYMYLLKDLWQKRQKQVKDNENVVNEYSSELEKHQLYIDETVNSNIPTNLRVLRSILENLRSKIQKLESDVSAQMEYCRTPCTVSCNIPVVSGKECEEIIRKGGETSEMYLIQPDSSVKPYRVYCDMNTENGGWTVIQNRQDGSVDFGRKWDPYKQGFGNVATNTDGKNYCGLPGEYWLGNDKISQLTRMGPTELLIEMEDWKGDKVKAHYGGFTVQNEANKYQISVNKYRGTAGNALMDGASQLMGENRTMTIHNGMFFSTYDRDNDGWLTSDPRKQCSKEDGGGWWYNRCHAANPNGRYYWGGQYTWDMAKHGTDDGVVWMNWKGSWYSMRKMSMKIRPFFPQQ
# ARFGAP1 inh: inhibitors of rat ARFGAP1 | Q62848 | Arfgap1-stimulated ARF1 GTP hydrolysis, GDP FP detection | inhibition, % at 16.5 µM | 360,000 tested, 0.26% active;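 active = inhibition above a per-plate limit, mean inhibition of low control wells plus 3 SD, cut at about 25% in these data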;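 note: 0% = DMSO wells with enzyme and 100% = wells lacking Arfgap1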
#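 Material: truncated rat Arfgap1 GAP domain; Incubation: compound-enzyme preincubation 20 min, reaction 120 min, detection 60 min, 25 °C; Read-out: percent inhibition of Arfgap1-stimulated GTP hydrolysis; Technique: FP, GDP Alexa 633 tracer displaced from anti-GDP antibody, 620/688 nm; Controls: No-Arfgap1 wells (100%) versus DMSO full-reaction wells (0%); Replication: single well per compound.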
# Tn7 DDE FP: inhibitors of Tn7 peptide binding to human fibrin DD(E) | P02675 | FP displacement of FITC-Tn7 peptide from fibrin DD(E); 0% = median of compound wells per plate | inhibition, % at 8.3 µM | 370,000 tested, 0.13% active | AID 720508;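 active = inhibition above the mean of compounds falling within the control limits plus 3 SD of them, cut at about 14% in these data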;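 note: 0% = plate median of compound wells and 100% = 10 µM Aha-Tn7 peptide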
#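 Assay system: Fibrin-DD(E) protein isolated from polymerized human fibrin clots; read-out basis: percent inhibition; medium: Tris/NaCl/CaCl2 buffer, pH 7.8; signal: FP measurement; incubation: 10 min plus 3 h, room temperature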
# TDP2 inh: TDP2 (human) inhibition, absorbance primary screen; O95551; recombinant TDP2, T5PNP hydrolysis, p-nitrophenol absorbance 415 nm; inhibition, % at 12.8 µM; 370,000 tested, 0.34% active;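 active = inhibition above the mean of all tested compounds plus 3 SD, set per campaign, cut at about 25% in these data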;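 note: 0% = DMSO with enzyme and 100% = buffer with substrate but no TDP2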
#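 Incubation: 2 h at 37 °C; Test system: recombinant human TDP2; Quantity: enzyme 120 nM; Read-out basis: percent inhibition; Medium: 50 mM Tris-HCl pH 7.5 with Mg2+, KCl, DTT, BSA; Repeats: single replicate; Compound: 12.8 µM single point, 1% DMSO; Signal: epi absorbance; Reagent: 5 mM T5PNP chromogenic substrate; Benchmarks: no-enzyme high, DMSO-plus-enzyme low.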
# ADAM10 inh: inhibitors of human ADAM10 | O14672 | recombinant ADAM10, EDANS/DABCYL FRET peptide cleavage, 3 h | inhibition, % at 7 µM | 370,000 tested, 0.62% active | AID 720582;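 active = inhibition above a per-campaign cutoff equal to the mean of compounds falling between control-based bounds plus 3 SD, cut at about 20% in these data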;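 note: 0% = DMSO wells while the 100% control is not disclosed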
# SIAE inh: human SIAE inhibition, primary screen; Q9HAT2; SIAE FP-Rh probe binding, fluorescence polarization; inhibition, % at 9.66 µM; 370,000 tested, 0.69% active;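 active = inhibition above a cutoff: mean of compounds within the control limits plus 3 SD of those, cut at about 17% in these data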;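 note: 0% = plate median of compound wells and 100% = probe without SIAE protein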
# PLCg1 inh: blocks human PLC-gamma1 enzyme activity; inhibition, % at 12.2 µM; P19174; purified PLC-gamma1, fluorogenic substrate, fluorescence; 370,000 tested, 0.84% active; in the data active = inhibition above about 9.5%
# * marks the source's active call; other numbers are inactive results; . = not tested or not shown.
Tn7 DDE FP	ADAM10 inh	PLCg1 inh	ADAM17 inh	TDP2 inh	structure	PLC-beta3 inh	ARFGAP1 inh	Tn6 DDE FP	ASAP1 GAP inh	SIAE inh
7	-36	-29	-6	-2	Oc1ccccc1C1=Nc2ncnn2C(c2ccc(F)cc2)C1 (stereo not drawn)	-24	14	4	-15	-11
-3	-1	2	4	5	COc1ccccc1NC(=S)N1CCN(C/C=C/c2ccccc2)CC1	2	-8	0	-3	-1
-5	-7	0	1	10	O=C(CCCc1ccccc1)N=C1SC2CS(=O)(=O)CC2N1c1ccccc1F (stereo not drawn)	-6	29*	-1	9	-3
3	9	3	4	13	O=C(COc1ccc(/C=N/NS(=O)(=O)c2ccccc2)cc1)NCCc1ccccc1	1	-1	1	3	-1
-5	2	2	-2	1	Cc1cccc(NC(=O)C2C(c3ccccc3)C2(Cl)Cl)c1C (stereo not drawn)	-3	6	1	-10	0
1	-4	4	-3	-4	N/C(Cc1ccc(Cl)cc1)=N\OC(=O)c1cccc2ccccc12	-3	-1	2	8	-4
1	0	3	1	5	Cc1[nH][nH]c(=O)c1C=NCc1cccc(C(F)(F)F)c1	2	6	-6	12	2
-2	-13	-1	-3	-4	Cc1ccccc1CN1[C@@H](C)[C@H](c2ccccc2)Oc2cccc(N3CCCC3)c2S1(=O)=O	1	11	-3	9	-5
1	3	-3	-5	-4	COc1ccc(CCN2CC(C(=O)NC3CCOCC3)CCC2=O)cc1 (stereo not drawn)	-8	-10	-5	7	-7
-4	9	4	2	0	O=C1CCC(NC(=O)c2ccccc2)C(=O)N1 (stereo not drawn)	0	0	-7	7	-3
-1	-56	-102	-21	-13	Cc1nc2c(C(=O)O)cnn2c(C)c1Cc1ccccc1F	-135	-10	-5	-8	1
-4	-2	1	4	3	COc1ccc2c(c1)nc(NCCO)n2C	5	-10	-2	-5	1
-5	-3	0	0	3	CC(=O)c1ccccc1NS(=O)(=O)c1cccc2nonc12	-5	-1	0	-6	0
2	4	-1	0	-4	COc1cccc(/C(O)=C2\C(=O)C(=O)N(c3ccccn3)C2c2ccccc2OC)c1 (stereo not drawn)	-2	0	-1	8	-1
-5	0	2	2	-9	Cc1nnc(-c2ccccc2)nc1N(C)C	-5	-7	1	2	-2

# Next part; it opens with the 4 that closed the last part.
Tn7 DDE FP	ADAM10 inh	PLCg1 inh	ADAM17 inh	TDP2 inh	structure	PLC-beta3 inh	ARFGAP1 inh	Tn6 DDE FP	ASAP1 GAP inh	SIAE inh
-4	-2	1	4	3	COc1ccc2c(c1)nc(NCCO)n2C	5	-10	-2	-5	1
-5	-3	0	0	3	CC(=O)c1ccccc1NS(=O)(=O)c1cccc2nonc12	-5	-1	0	-6	0
2	4	-1	0	-4	COc1cccc(/C(O)=C2\C(=O)C(=O)N(c3ccccn3)C2c2ccccc2OC)c1 (stereo not drawn)	-2	0	-1	8	-1
-5	0	2	2	-9	Cc1nnc(-c2ccccc2)nc1N(C)C	-5	-7	1	2	-2
-8	-8	-4	0	-6	Cc1ccc2c(CC(=O)NCC3(N4CCOCC4)CCCCC3)coc2c1C	-3	-6	-1	2	-5
4	-25	-53	-12	3	CC(=O)c1c(C)c(C)c2n1CCn1c(C)ccc1-2	-63	2	5	1	1
-2	-1	2	4	-4	COc1cc2oc(=O)c3c(c2cc1OCC(=O)c1c(C)n(C)c2ccccc12)CCCC3	-1	-8	4	-1	8
-4	5	2	2	-5	CCOc1ccc(C(=O)NCc2ccccc2)cc1Br	0	4	5	11	0
-4	3	0	0	2	CCCC(=NC(C)CC)C1=C(O)CC(c2ccccc2)CC1=O (stereo not drawn)	-4	5	3	7	-4
5	-8	1	-3	-5	COc1cccc(C(=O)NCCNC(=O)c2ccc(C)nc2)c1	0	13	0	-11	4
3	-12	0	2	-2	Cc1ccc(C(=O)NCC(=O)OCC(=O)N(CC(C)C)c2c(N)n(Cc3ccccc3)c(=O)[nH]c2=O)cc1	3	11	-2	-13	0
-4	0	0	-1	7	Nc1nc2ccc(C(=O)NCCOC(=O)C3CCCCC3)cc2s1	-1	7	-1	1	-5
7	6	0	1	-9	COc1ccc([C@@H]2[C@@H]3C(=O)N(C(C)(C)C)C(=O)[C@@H]3[C@]3(C)C(=O)N(c4cccc(F)c4)C(=O)N23)cc1	2	-14	4	-11	-2
0	-1	0	-1	5	C/C(=N\NC(=O)CCc1c[nH]c2ccccc12)c1ccc([N+](=O)[O-])cc1	-4	9	-1	11	18*
5	-16	4	-3	7	Cc1ccccc1C(=O)NCC(=O)N1CCN(C/C=C/c2ccccc2)CC1	-10	-9	0	-3	2
-1	1	-1	1	-4	COc1ccc(CCNC(=O)COc2ccc(S(=O)(=O)NC(C)C)cc2)cc1OC	0	20	2	15	-1
0	-7	5	6	3	O=C(Nc1ccc(N2CCN(C(=O)c3cccs3)CC2)cc1)c1ccc(Br)o1	-7	9	0	4	5
1	-3	1	-2	-4	O=C(COC(=O)Cc1cn2ccsc2n1)NC12CC3CC(CC(C3)C1)C2	0	-12	3	-4	-2
2	11	-2	-4	6	CC1(c2nnc(-c3cccc(Cl)c3)o2)CC(c2cccc(Cl)c2)=NO1 (stereo not drawn)	-3	10	-5	7	0

# Filtered by structure, the compounds so far containing fluorine
Tn7 DDE FP	ADAM10 inh	PLCg1 inh	ADAM17 inh	TDP2 inh	structure	PLC-beta3 inh	ARFGAP1 inh	Tn6 DDE FP	ASAP1 GAP inh	SIAE inh
7	-36	-29	-6	-2	Oc1ccccc1C1=Nc2ncnn2C(c2ccc(F)cc2)C1 (stereo not drawn)	-24	14	4	-15	-11
-5	-7	0	1	10	O=C(CCCc1ccccc1)N=C1SC2CS(=O)(=O)CC2N1c1ccccc1F (stereo not drawn)	-6	29*	-1	9	-3
1	0	3	1	5	Cc1[nH][nH]c(=O)c1C=NCc1cccc(C(F)(F)F)c1	2	6	-6	12	2
-1	-56	-102	-21	-13	Cc1nc2c(C(=O)O)cnn2c(C)c1Cc1ccccc1F	-135	-10	-5	-8	1
7	6	0	1	-9	COc1ccc([C@@H]2[C@@H]3C(=O)N(C(C)(C)C)C(=O)[C@@H]3[C@]3(C)C(=O)N(c4cccc(F)c4)C(=O)N23)cc1	2	-14	4	-11	-2

# Further records follow.
Tn7 DDE FP	ADAM10 inh	PLCg1 inh	ADAM17 inh	TDP2 inh	structure	PLC-beta3 inh	ARFGAP1 inh	Tn6 DDE FP	ASAP1 GAP inh	SIAE inh
-2	-10	1	-3	17	CC(C)Oc1ccc(C(=O)Nc2c3c(nn2C(C)(C)C)CS(=O)(=O)C3)cc1	-1	1	1	-11	-5
8	0	1	-2	8	CC(NC(=O)CSc1n[nH]c(=O)n1C1CC1)C12CC3CC(CC(C3)C1)C2 (stereo not drawn)	5	3	2	-4	-1
-5	-7	1	-8	-2	CCCCn1c2nc3ccccc3nc2c2c(=O)n(CCC(C)C)cnc21	0	14	0	2	-2
3	2	-3	-4	12	COc1ccccc1CNC(=O)C(C)n1nc(C)n2c(cc3occc32)c1=O (stereo not drawn)	-8	1	-1	-4	0
6	-6	0	-7	-1	CC1CCN(C(=O)CSc2nc3ccccc3c(=O)[nH]2)CC1	-8	8	-7	-20	-4
-6	-1	5	2	-7	COc1cccc(C(c2sc3nc(C)nn3c2O)N2CCN(C(=O)c3ccco3)CC2)c1 (stereo not drawn)	-1	-5	-1	7	-4
6	-89	-153	-28	8	O=C(Nc1ccccc1)Nc1nc2ncccn2c1-c1ccc(F)c(F)c1	-197	.	-2	.	3
-1	4	2	1	-4	O=C(N/N=C/c1cccc2ccccc12)c1cccc(F)c1	-4	-1	-4	6	-15

# Two entries from above in a different format.
molecule	Tn7 DDE FP	ADAM10 inh	PLCg1 inh	ADAM17 inh	TDP2 inh	PLC-beta3 inh	ARFGAP1 inh	Tn6 DDE FP	ASAP1 GAP inh	SIAE inh
CC(C)Oc1ccc(C(=O)Nc2c3c(nn2C(C)(C)C)CS(=O)(=O)C3)cc1	-2	-10	1	-3	17	-1	1	1	-11	-5
COc1cccc(C(c2sc3nc(C)nn3c2O)N2CCN(C(=O)c3ccco3)CC2)c1 (stereo not drawn)	-6	-1	5	2	-7	-1	-5	-1	7	-4

# Rows are unselected. About 3.6% of those tested had a hit in this group.
